Source: PubChem BioAssay
TrxR1 substrate = qHTS Assay for Substrates of Mammalian Selenoprotein Thioredoxin Reductase 1 (TrxR1): qHTS; Potency, µM (titrated, usually from 114 µM), inactives show top-dose activity change, negative = substrate turnover; 390,000 compounds, 0.01% hits; purified TrxR1 substrate turnover, NADPH consumption readout; AID 588456, 2011; Thioredoxin reductase 1, cytoplasmic (Rattus norvegicus), O89049; further: potency means the concentration at half of the fitted maximal effect; on the % scale 0 is the no-effect control and ±100 the full control effect; nearly all actives have a fitted effect of over 50% in size
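Rat TrxR1, dispensed at 90 nM, was prereduced with 400 uM NADPH (final) for 5 min at ~22 deg C, then incubated with compound 15 min before 400 uM selenite. A first-read NADPH fluorescence drop versus no-compound background flagged substrates.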
USP1-UAF1 inh = Inhibitors of USP1/UAF1: Primary Screen | Ubiquitin carboxyl-terminal hydrolase 1 (Homo sapiens), O94782 | AID 743255, 2014 | 390,000 compounds, 0.23% hits | recombinant USP1/UAF1, Ub-Rhodamine cleavage fluorescence | Potency, µM (top dose mostly 57.1 µM), without a hit: at the top dose activity change, negative = inhibition, most hits filed as inhibitors; further: potency means the concentration at half of the fitted maximal effect; on the % scale 0 is the no-effect control and ±100 the full control effect; nearly all actives have a fitted effect of over 60% in size; inactives centre near -12
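USP1/UAF1 complex at 1 nM was preincubated with compound for 15 min at room temperature, then Ub-Rho substrate (150nM final) was added. Fluorescence (480/540 nm) was read kinetically, 6 reads every 60 seconds.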
Tb PGK inh = qHTS Assay to Find Inhibitors of Phosphoglycerate Kinase; Phosphoglycerate kinase, glycosomal (Trypanosoma brucei brucei), P07378; PGK/GAPDH coupled, Kinase-Glo luminescence, 60 min; Potency, µM (top dose mostly 57.5 µM), for the others: top-dose activity change, negative = inhibition, hits mostly inhibitors; 380,000 compounds, 0.043% hits; AID 602233, 2012; further: potency means the concentration at half of the fitted maximal effect; on the % scale 0 is the no-effect control and ±100 the full control effect; nearly all actives have a fitted effect of over 60% in size
Target sequence (P07378 whole entry, looked up): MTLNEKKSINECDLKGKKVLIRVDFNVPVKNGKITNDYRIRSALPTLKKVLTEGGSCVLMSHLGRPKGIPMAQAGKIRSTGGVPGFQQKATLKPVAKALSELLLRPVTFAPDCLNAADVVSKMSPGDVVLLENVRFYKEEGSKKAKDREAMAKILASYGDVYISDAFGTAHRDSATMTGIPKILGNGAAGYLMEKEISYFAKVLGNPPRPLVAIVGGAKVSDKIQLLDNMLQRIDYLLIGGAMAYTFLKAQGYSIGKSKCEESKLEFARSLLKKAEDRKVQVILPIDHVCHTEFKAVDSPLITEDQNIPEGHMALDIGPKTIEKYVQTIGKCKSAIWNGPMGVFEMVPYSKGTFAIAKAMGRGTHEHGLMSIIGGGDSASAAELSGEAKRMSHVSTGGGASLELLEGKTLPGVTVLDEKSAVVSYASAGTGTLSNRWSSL
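Recombinant glycosomal PGK reaction used 1,3-bisphosphoglycerate generated in-well by GAPDH (100nM final) in 100mM TEA pH 7.6, 5mM MgCl2, 0.01% Tween-20. After 60 minutes at room temperature, ATP was read by Kinase-Glo Plus luminescence end-point.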
mIDH1 inhibitor = qHTS for Inhibitors of mutant isocitrate dehydrogenase 1 (IDH1): qHTS | Isocitrate dehydrogenase [NADP] cytoplasmic (Homo sapiens), O75874 | AID 602179, 2012 | Potency, µM (doses to about 76.6 µM), for inactives: top-dose activity change, negative = inhibition, hits mostly inhibitors | 390,000 compounds, 0.093% hits | IDH1-R132H enzyme, NADPH consumption, diaphorase/resazurin fluorescence; further: potency means the concentration at half of the fitted maximal effect; on the % scale 0 is the no-effect control and ±100 the full control effect; nearly all actives have a fitted effect of over 65% in size
Target sequence (O75874 whole entry R132H, stated change not applied): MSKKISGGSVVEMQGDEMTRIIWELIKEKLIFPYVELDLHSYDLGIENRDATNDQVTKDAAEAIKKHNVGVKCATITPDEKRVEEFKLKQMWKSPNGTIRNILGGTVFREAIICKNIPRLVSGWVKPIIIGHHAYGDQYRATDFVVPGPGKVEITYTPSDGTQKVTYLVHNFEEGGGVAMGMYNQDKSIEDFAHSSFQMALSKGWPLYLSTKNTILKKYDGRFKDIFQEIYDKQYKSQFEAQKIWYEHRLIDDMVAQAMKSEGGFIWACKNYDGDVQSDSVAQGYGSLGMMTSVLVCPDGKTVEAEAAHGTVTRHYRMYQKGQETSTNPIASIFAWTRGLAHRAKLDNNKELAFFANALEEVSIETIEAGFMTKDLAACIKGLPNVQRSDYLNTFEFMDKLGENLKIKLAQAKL
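IDH1-R132H (0.5 ug/mL dispensed) in pH 7.5 Tris buffer was preincubated 30 min with compound, then given a substrate mix of 0.016 mM NADPH and 2 mM alpha-KG for 80 min at room temperature; remaining NADPH was read by diaphorase/resazurin fluorescence.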
HP1b binding inh = HTS for Inhibitors of HP1-beta Chromodomain Interactions with Methylated Histone Tails; Chromobox protein homolog 1 (Homo sapiens), P83916; AlphaScreen HP1-beta / biotin-H3K9me3 peptide binding; Potency, µM (series often up to 114 µM), without a hit: at the highest dose activity change, negative = inhibition, actives largely listed as inhibitors; 390,000 compounds, 0.56% hits; AID 540317, 2011; further: potency means the concentration at half of the fitted maximal effect; nearly all actives have a fitted effect of over 70% in size; inactives centre near 23
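AlphaScreen: HP1-beta (50 nM) preformed 30 min with biotin-H3(1-18)K9me3 peptide (50 nM) in PBS pH 7.4, 0.01% Tween-20. Compound added for 30 min at RT, then streptavidin donor/nickel chelate acceptor beads (10 ug/mL) for 30 min.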
TrxR1 inh = qHTS Assay for Inhibitors of Mammalian Selenoprotein Thioredoxin Reductase 1 (TrxR1): qHTS; Thioredoxin reductase 1, cytoplasmic (Rattus norvegicus), O89049; recombinant rTrxR1, NADPH fluorescence consumption, selenite substrate; Potency, µM (top dose mostly 114 µM), without a hit: at the top dose activity change, negative = inhibition, most hits filed as inhibitors; 390,000 compounds, 1% hits; AID 588453, 2011; further: potency means the concentration at half of the fitted maximal effect; on the % scale 0 is the no-effect control and ±100 the full control effect; nearly all actives have a fitted effect of over 65% in size
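Rat TrxR1 (90 nM in the dispensed reagent) was pre-reduced with 400 uM NADPH for 5 min at room temperature, then incubated with compound for 15 min. After 400 uM selenite was added, NADPH fluorescence (Ex 340/Em 450 nm) was followed for 8 min.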
PI4K2A inh = qHTS for small molecular inhibitors of PI4K2A. activity change, negative = inhibition, % at 76.9 µM. Phosphatidylinositol 4-kinase type 2-alpha (Homo sapiens), Q9BTU6. 420,000 compounds, 0.13% hits. purified PI4K2A, ADP-Glo luminescence, 1 h; active compounds read low. AID 1346378, 2018; in the data active means activity change below about -50%; inconclusive means mostly about -30% to -49%;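 further: -100% = wells without enzyme as full effect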
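In this quantitative HTS, ADP production by PI4K2A was quantified luminescently after 1 h at ambient temperature; 100 microM adenosine served as plate-quality control.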
GLS inhibitor = qHTS for Inhibitors of Glutaminase (GLS); Glutaminase kidney isoform, mitochondrial (Homo sapiens), O94925; GLS enzymatic activity, qHTS titration; Potency, µM (titrated, usually from 45.5 µM), for inactives: at the highest dose activity change, negative = inhibition, most hits filed as inhibitors; 410,000 compounds, 0.21% hits; further: potency means the concentration at half of the fitted maximal effect; on the % scale 0 is the no-effect control and ±100 the full control effect
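Coupled fluorescence readout: glutamate oxidase/HRP/Amplex Red detect glutamate formed by hKGA from L-glutamine (1 mM solution added). Buffer 45 mM KH2PO4 pH 8.2, 0.02% Tween-20; reads at t0 and 30 min RT.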
Pin1 inhibitor = qHTS Assay to Find Inhibitors of Pin1; Peptidyl-prolyl cis-trans isomerase NIMA-interacting 1 (Homo sapiens), Q13526; 390,000 compounds, 0.009% hits; Pin1 FP peptide displacement, HiFluor488, 10 min; Potency, µM (top dose mostly 115 µM), inactives show at the highest dose activity, negative = inhibition, usual class: inhibitors; AID 504891, 2011; active means well fitted inhibition curve with a large enough effect in the polarisation, with a control signal flat, not every such curve was filed as active; inconclusive means small, poorly fitted or top-dose-only effect, or effect the other way, or a change in a side signal; inactive means no such curve, though single readings can be large or run the other way; the % refers to the polarisation; further: potency means the concentration at half of the fitted maximal effect; on the % scale 0 is the no-effect control and ±100 the full control effect
Target sequence (Q13526 whole entry, looked up): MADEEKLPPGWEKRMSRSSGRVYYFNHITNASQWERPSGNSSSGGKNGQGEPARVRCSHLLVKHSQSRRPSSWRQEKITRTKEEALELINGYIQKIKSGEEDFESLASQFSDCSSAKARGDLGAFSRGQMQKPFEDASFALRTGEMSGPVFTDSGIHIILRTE
The depositor's hits bear a star; i = inactive; ? = inconclusive; · = no result given; & = joins results of further samples; [ ] = remark or other dose. Unless noted, the call rests on the fitted dose curve; in most records, active means well fitted curve in the direction sought with a large enough effect; inconclusive means small, poorly fitted or top-dose-only effect, or another doubt; inactive means no such curve, though single readings can be large; an effect the other way counts as inactive or inconclusive.

entry	canonical_smiles	TrxR1 substrate	USP1-UAF1 inh	Tb PGK inh	mIDH1 inhibitor	HP1b binding inh	TrxR1 inh	PI4K2A inh	GLS inhibitor	Pin1 inhibitor
1	COc1ccc2ccc(O)c(CN3CC=C(c4ccccc4)CC3)c2c1	3%	?	-4%	13%	41%[activator]	-28%	0	-3%	5%
2	CCOC(=O)C1=C(C)N(C)C2(C)CC1c1ccccc1O2 (stereo not drawn)	2%	-15%	-8%	0%	4%	6%	11	13%	35%
3	CCOP(=O)(OCC)c1nc(-c2ccccc2)oc1NCc1ccccc1	122%[activator]	-4%	-7%	1%	7%	10%	-3	0%	5%
4	CC1=C2C3OC(=O)C(C)C3CC[C@@]2(C)C=CC1=O (stereo partly drawn)	-6%	-25%	i	-4%	31%	2%	7	1%	-1%
5	Cc1ccc(OCC(=O)N2CCN(CCc3ccncc3)CC2)cc1	7%	-8%	-10%	4%	24%	-20%	-3	-12%	0%
6	O=c1[nH]c(=O)n(Cc2ccccc2)c(O)c1/C=N/NCCO	-7%[57.1 µM]	-22%	-7%	8%	36%	-11%[57.1 µM]	-6	97%[activator]	?
7	O=C1NC(=O)N(Cc2ccccc2Cl)C(=O)/C1=C/N1CCOCC1	-4%	-15%	-9%	6%	39%[activator]	?	-13	?	?
8	COC(=O)C12CCc3c(ccc4cc(OC)ccc34)C1=CC(=O)C2 (stereo not drawn)	49%[activator][11.4 µM]	-21%	-9%	14%	28%	19%[57.1 µM]	-7	13%	-3%
9	N#CCCn1cc(C(=O)Nc2ccc(F)cc2)c(-c2ccccc2)n1	3%[2.29 µM]	-8%	i	-1%	26%	21%	5	-2%	-1%
10	CC1CN1P1(=O)OCC(C)([N+](=O)[O-])CO1 (stereo not drawn)	4%[11.4 µM]	-2%	11%	2%	39%[activator]	-17%[11.4 µM]	3	4%	-3%
11	CC(C)c1cc(Br)c(NC(=O)Nc2cccnc2)c(Br)c1	2%	-21%	-9%	-7%	20%	11%	8	0%	1%
12	Cc1cc(=O)[nH]c(CCl)n1	-1%[57.1 µM]	-13%	i	0%	39%	5%[57.1 µM]	5	-7%	-5%
13	CN(Cc1ccccc1)C(=C(Cl)Cl)/C(=C1/NCCN1Cc1ccc(Cl)nc1)[N+](=O)[O-]	-6%	-10%	-9%	-1%	14%	?	-3	2%	-5%
14	C=CCn1c(O)c(C(C)=NCCCn2ccnc2)c(=O)[nH]c1=O	6%	-27%	-11%	-3%	30%	19%	5	-2%	-9%
15	C#C[C@@]1(O)CCC2C3CCC4=C/C(=N/OCC(=O)NC(CCC(N)=O)C(=O)O)CC[C@]4(C)C3CC[C@@]21C (stereo partly drawn)	-1%	-25%	-5%	-6%	20%	-3%	-2	4%	10%
16	N#Cc1cc2c(nc1SCC(=O)Nc1ccc(C(F)(F)F)cc1)C1CCN2CC1	-4%	-3%	-2%	-18%	36%	-2%	2	-1%	0%
17	CN1CCN(c2nc(Cl)ncc2F)CC1	2%	-22%	3%	-2%	19%	18%	-5	14%	1%
18	Cn1c(O)c(C=NC2CCCCC2)c(=O)[nH]c1=S	-7%	-22%	-2%	3%	33%[57 µM]	-5%	0	1%	-10%
19	Cc1cc(NC(=O)CCl)no1	4%	-21%	0%	0%	35%	?	-9	1%	-5%
20	O=C(O)CCC(=O)N1N=C(c2c(-c3ccccc3)c3cc(Cl)ccc3[nH]c2=O)CC1c1ccco1 (stereo not drawn)	7%	-20%	-3%	0%	29%	-17%	-2	23%	5%
21	C/C(=N\NC(=S)Nc1ccccc1)c1c(O)n(C)c(=O)n(C)c1=O	-8%	-26%	5%	-4%	-8%	?	-1	-15%	-5%
22	CC(Cc1ccccc1)NC(=O)/C=C/C(=O)O (stereo not drawn)	6%[57.1 µM]	8%	-1%	-3%	24%	13%[57.1 µM]	3	0%	-1%
23	CCC(C)N1C(=O)/C(=C/c2ccc3c(c2)CCN3CCCCl)C(=O)NC1=S (stereo not drawn)	0%	-24%	-6%	-1%	?	13µM*	-21	?	?
24	CP(C)(=O)CCC(=O)O	8%	-8%	-4%	0%	22%	15%[57.1 µM]	-6	6%	2%
25	COP(=O)(OC)Oc1ccc(C(O)C(Cl)(Cl)Cl)cc1 (stereo not drawn)	4%[57.1 µM]	-11%	-2%	0%	39%[activator]	-4%[57.1 µM]	1	-1%	-7%
26	COc1nc(NC(C)C)nc(NC(C)C)n1	0%	-8%	-6%	-7%	25%	2%	-8	-7%	-3%
27	O=C1CCN(C(=O)Cc2ccccc2[N+](=O)[O-])CC1	3%	-18%	-2%	1%	45%[activator]	11%	-2	-2%	-3%
28	Cc1ccc(-n2c(/C=C/c3cc(Br)cs3)nc3ccccc3c2=O)cc1	3%[57.1 µM]	6%	-2%	-14%	36%	14%[57.1 µM]	-3	6%	9%
29	CCC1C2CC3C4N(C)c5ccccc5C45CC(C2C5O)N3[C@@H]1O (stereo partly drawn)	10%	-14%	·	-16%	4%	16%	2	23%	0%
30	CCCS(=O)(=O)N1CCCC(C(=O)N2CCC3(CC2)OCCO3)C1 (stereo not drawn)	3%	0%	i	1%	24%	16%	-14	7%	-1%
31	COC(=O)C1=CO[C@@H](O[C@@H]2O[C@H](CO)[C@@H](O)[C@H](O)[C@H]2O)C2C(CO)=CCC12 (stereo partly drawn)	5%&0%	-26%	6%	6%	32%&24%	35%&18%	1	1%	-6%&-1%
32	C[C@]12CCC3C(CC[C@H]4C[C@H](OC(=O)c5cccnc5)CC[C@]34C)C1CCC2=O (stereo partly drawn)	-3%	?	i	-7%	29%	9%	-9	-14%	15%

Random excerpt: 2 entries already listed.
entry	canonical_smiles	TrxR1 substrate	USP1-UAF1 inh	Tb PGK inh	mIDH1 inhibitor	HP1b binding inh	TrxR1 inh	PI4K2A inh	GLS inhibitor	Pin1 inhibitor
28	Cc1ccc(-n2c(/C=C/c3cc(Br)cs3)nc3ccccc3c2=O)cc1	3%[57.1 µM]	6%	-2%	-14%	36%	14%[57.1 µM]	-3	6%	9%
26	COc1nc(NC(C)C)nc(NC(C)C)n1	0%	-8%	-6%	-7%	25%	2%	-8	-7%	-3%

Part of the list above in order of heavy-atom count, lowest first.
entry	canonical_smiles	TrxR1 substrate	USP1-UAF1 inh	Tb PGK inh	mIDH1 inhibitor	HP1b binding inh	TrxR1 inh	PI4K2A inh	GLS inhibitor	Pin1 inhibitor
24	CP(C)(=O)CCC(=O)O	8%	-8%	-4%	0%	22%	15%[57.1 µM]	-6	6%	2%
26	COc1nc(NC(C)C)nc(NC(C)C)n1	0%	-8%	-6%	-7%	25%	2%	-8	-7%	-3%
22	CC(Cc1ccccc1)NC(=O)/C=C/C(=O)O (stereo not drawn)	6%[57.1 µM]	8%	-1%	-3%	24%	13%[57.1 µM]	3	0%	-1%
25	COP(=O)(OC)Oc1ccc(C(O)C(Cl)(Cl)Cl)cc1 (stereo not drawn)	4%[57.1 µM]	-11%	-2%	0%	39%[activator]	-4%[57.1 µM]	1	-1%	-7%
21	C/C(=N\NC(=S)Nc1ccccc1)c1c(O)n(C)c(=O)n(C)c1=O	-8%	-26%	5%	-4%	-8%	?	-1	-15%	-5%
28	Cc1ccc(-n2c(/C=C/c3cc(Br)cs3)nc3ccccc3c2=O)cc1	3%[57.1 µM]	6%	-2%	-14%	36%	14%[57.1 µM]	-3	6%	9%
31	COC(=O)C1=CO[C@@H](O[C@@H]2O[C@H](CO)[C@@H](O)[C@H](O)[C@H]2O)C2C(CO)=CCC12 (stereo partly drawn)	5%&0%	-26%	6%	6%	32%&24%	35%&18%	1	1%	-6%&-1%
32	C[C@]12CCC3C(CC[C@H]4C[C@H](OC(=O)c5cccnc5)CC[C@]34C)C1CCC2=O (stereo partly drawn)	-3%	?	i	-7%	29%	9%	-9	-14%	15%

The list is partial; rates above refer to the full screens.
